High-throughput results: PubChem BioAssay, several laboratories
Diaphorase inh: diaphorase inhibitors and chemical oxidizers, primary screen, counter-screen for diaphorase-coupled primary assays, biochemical, uHTS, resorufin fluorescence. diaphorase resazurin-to-resorufin fluorescence, NADH, 16 min; bacterial (C. kluyveri) enzyme, not human. inhibition, % at 20 µM. 0.69% of 190,000 active. AID 1217, 2008;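 active means primary screen inhibition at 20 µM above a set limit, cut at about 50% in these data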;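 further: plate controls were DMSO with full reaction for no effect and wells lacking NADH for full effect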
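Benchmarks: positive control wells lacking NADH, neutral wells with DMSO only. System: bacterial diaphorase enzyme (C. kluyveri). Input: 0.14 U/mL diaphorase, enzyme working solution. Detection: resorufin fluorescence, excitation 544 nm, emission 590 nm. Times: 16-min room-temperature incubation before reading.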
STAT1 activator: STAT1 signaling activators, primary screen, cell-based, HTS, luciferase reporter | 2.6% of 200,000 active | NIH 3T3 STAT1-luciferase reporter, IFN-gamma, luminescence; 100% = IFN-gamma alone, no compound | activation (% of control), % at 5.5 µM;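 active means activation above the screen-wide mean activation plus 3 SD, cut at about 130% in these data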;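 further: raw ratio to IFN-gamma control signal so 100% means no change and 0% no light; values of inactives mirror those of a sister screen read the other way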
G6PDH CS: L. mesenteroides G6PDH inhibitors, counter-screen for G6PDH-coupled screening assays, biochemical, Leuconostoc mesenteroides enzyme. Purified L. mesenteroides G6PDH, diaphorase/resazurin coupled fluorescence, 45 min. inhibition, % at 5 µM. glucose-6-phosphate dehydrogenase [Leuconostoc mesenteroides]. AID 1020, 2008. 0.12% of 200,000 active; in the data active means inhibition above about 50%
NF-kB expr up: activators of NF-kB expression in neurons, primary screen, cell-based, HTS | 1.6% of 190,000 active | human neuronal cells, NF-kB reporter expression; hits give high values | AID 1239, 2008 | fold change at 12.5 µM; in the data active means fold change above about 3.3
APP 5'UTR act: activators of APP 5'UTR luciferase reporter, primary screen, SH-SY5Y cells; activation, % at 2 µM; 1% of 190,000 active; SH-SY5Y APP 5'UTR luciferase reporter, luminescence; zero percent = DMSO vehicle wells;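 active means activation above a set limit, based on mean plus 3 SD of controls, cut at about 140% in these data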; further: values of inactives mirror those of a sister screen read the other way
TLR4 MyD88 comp: inhibitors of TLR4-MyD88 association in cells, primary screen, cell-based, HeLa CL3-4, BLA complementation, FRET ratio | inhibition, % at 8.4 µM | AID 861, 2007 | HeLa CL3-4 TLR4/MyD88 BLA complementation | 0.18% of 200,000 active; in the data active means inhibition above about 25%;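 further: 0% = vehicle and 100% = reference inhibitor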
Target sequence (O00206 whole entry, looked up): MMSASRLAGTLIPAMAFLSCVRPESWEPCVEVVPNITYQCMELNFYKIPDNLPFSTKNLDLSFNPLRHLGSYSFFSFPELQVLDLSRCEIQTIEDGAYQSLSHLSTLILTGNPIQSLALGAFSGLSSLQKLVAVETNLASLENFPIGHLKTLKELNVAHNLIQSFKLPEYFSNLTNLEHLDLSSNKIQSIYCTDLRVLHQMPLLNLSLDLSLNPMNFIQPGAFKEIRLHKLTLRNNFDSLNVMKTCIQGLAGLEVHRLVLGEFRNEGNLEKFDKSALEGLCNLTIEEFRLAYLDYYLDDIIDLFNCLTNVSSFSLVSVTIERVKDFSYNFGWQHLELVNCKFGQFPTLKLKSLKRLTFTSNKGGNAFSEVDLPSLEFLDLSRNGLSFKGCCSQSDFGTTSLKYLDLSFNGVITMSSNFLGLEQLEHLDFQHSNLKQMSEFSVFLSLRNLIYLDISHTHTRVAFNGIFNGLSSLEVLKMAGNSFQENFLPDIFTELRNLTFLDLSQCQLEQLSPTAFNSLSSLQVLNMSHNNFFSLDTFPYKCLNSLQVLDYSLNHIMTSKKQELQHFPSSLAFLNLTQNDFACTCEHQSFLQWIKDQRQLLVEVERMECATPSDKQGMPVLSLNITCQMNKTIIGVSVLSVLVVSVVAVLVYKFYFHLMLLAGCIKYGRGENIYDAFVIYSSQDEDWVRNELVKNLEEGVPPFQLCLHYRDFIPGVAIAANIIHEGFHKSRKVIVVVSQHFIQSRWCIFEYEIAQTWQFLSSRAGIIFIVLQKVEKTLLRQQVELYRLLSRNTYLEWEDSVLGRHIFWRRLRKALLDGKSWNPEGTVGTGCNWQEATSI
Target sequence (Q99836 whole entry, looked up): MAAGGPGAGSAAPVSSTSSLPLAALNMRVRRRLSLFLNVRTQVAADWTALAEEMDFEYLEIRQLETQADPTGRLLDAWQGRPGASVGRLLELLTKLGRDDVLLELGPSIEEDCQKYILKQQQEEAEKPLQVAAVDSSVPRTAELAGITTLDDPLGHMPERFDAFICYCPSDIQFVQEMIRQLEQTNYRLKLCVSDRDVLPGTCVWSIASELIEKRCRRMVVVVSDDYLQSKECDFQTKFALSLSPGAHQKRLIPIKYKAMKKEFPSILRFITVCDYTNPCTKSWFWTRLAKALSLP
FLuc inh counter: firefly luciferase enzyme inhibitors, primary screen, artefact control for luciferase-based inhibitor screens, biochemical, luminescence, ATPLite; Luciferin 4-monooxygenase (Photinus pyralis), P08659; inhibition, % at 10 µM; AID 1006, 2008; 1.5% of 200,000 active; 10 min;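 active means inhibition above about 50% when tested at 10 µM, limit read from the data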
Diaphorase act: compounds boosting diaphorase resazurin reduction – biochemical, uHTS, resorufin fluorescence, counter-screen for diaphorase-coupled primary assays, primary screen; activation factor at 20 µM; 0.005% of 190,000 active; Diaphorase/resazurin coupled assay, 16 min; hits give high values; 1 = vehicle wells, 0 = NADH-free wells; AID 1229, 2008;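 active means diaphorase activity raised at least twofold by the compound at 20 µM; inactive means activation factor below 2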
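test system = bacterial diaphorase enzyme (C. kluyveri) | quantity = enzyme 0.07 U/mL final | reagent = NADH substrate 0.114 mM plus resazurin dye 0.1 mM, final | incubation = 16 min enzyme reaction, ambient temperature | buffer or medium = HEPES pH 7.4 buffer with MgCl2 and Tween 20 | signal = fluorescence of resorufin, 544 nm excitation, 590 nm emission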
FLuc act counter: FLuc activators, initial screening, artefact control for FLuc-dependent activation tests, biochemical, ATPlite luminescence. Luciferin 4-monooxygenase (Photinus pyralis), P08659. ATPlite luciferase biochemical, 10 min; 0 = ATP-free wells, 1 = DMSO control. activation factor at 10 µM. 200,000 tested, under 10 active;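 active means luciferase activation factor, scaled between plate controls, of at least 2 with compound at 10 µM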
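Assay system – cell-free luciferase reagent · Medium – PBS-based ATP solution · Dosing – test compounds dosed from 2 mM stocks in 100% DMSO · Timing – 10 min, room temperature · Technique – light output (luminescence) · Measure – luminescence gain marking luciferase activators · Controls – No-ATP low control, compound-free enzyme-plus-ATP high control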
APP 5UTR inh: inhibitors of APP translation via 5'UTR reporter, primary screen, APP 5'UTR luciferase, SH-SY5Y cells; SH-SY5Y APP 5'UTR-luciferase reporter, luminescence; inhibition, % at 2 µM; 0.82% of 190,000 active;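 active means inhibition above a set limit, derived from the sample mean plus 3 SD, cut at about 45% in these data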; further: values of inactives mirror those of a sister screen read the other way
An asterisk follows results filed as active; . = not tested or not shown. Random draw from the library (roughly 5.6% active in at least one column).

SMILES | Diaphorase inh | STAT1 activator | G6PDH CS | NF-kB expr up | APP 5'UTR act | TLR4 MyD88 comp | FLuc inh counter | Diaphorase act | FLuc act counter | APP 5UTR inh
CCCNC(=O)c1cccc(COCC(F)(F)C(F)F)c1 | 14 | 97 | 1 | 1.1 | -9 | 10 | -1 | 0.9 | 1 | 9
C=CCCC(=O)Nc1nc(C)c(-c2csc(Nc3cc(Cl)ccc3OC)n2)s1 | 21 | 105 | 1 | 1 | -6 | -11 | -10 | 0.8 | 1.1 | 6
CCC(C(=O)NC1CCCC1)n1c(SCc2cccc(C)c2)nc2ccncc21 (stereo not drawn) | 11 | 104 | 14 | 0.78 | 18 | -2 | 0 | 0.9 | 1 | -18
COC(=O)c1ccc(C2NC(=O)NC(C)=C2C(=O)N(C)C)cc1 (stereo not drawn) | 1 | 100 | 20 | 1.1 | -18 | -7 | -6 | 1 | 1.1 | 18
Cc1c(C#N)sc2nc(-c3ccccc3)nc(N3CCCC3)c12 | -6 | 100 | -30 | 1.2 | -10 | 2 | -6 | 1.1 | 1.1 | 10
Cc1cc(OCCN2CCCC2)ccc1C(C)C | 13 | 104 | 2 | 1.1 | 14 | -11 | -8 | 0.9 | 1.1 | -14
CCCOc1ccc(/C=N/Nc2cccc([N+](=O)[O-])c2)c(O)c1 | 3 | 112 | 17 | 1.1 | 15 | -8 | 1 | 1 | 1 | -15
CCOc1ccccc1NC(=O)Cc1coc2ccc(C)cc12 | 15 | 97 | 2 | 1.2 | 10 | 8 | -4 | 0.8 | 1 | -10
CNS(=O)(=O)c1ccc(NC(=O)c2ccccn2)cc1 | 7 | 127 | 12 | 1.7 | 51 | 3 | 25 | 0.9 | 0.7 | -51
Cc1cccc(CCNS(=O)(=O)c2ccc(S(=O)(=O)N3CCC(C)CC3)cc2)c1 | . | 93 | . | . | 23 | 6 | . | . | . | -23
Cc1ccc(/C=N/c2sc(Cc3ccccc3)c(C)c2C(N)=O)o1 | 26 | 92 | -1 | 1.1 | -11 | -9 | -6 | 0.7 | 1.1 | 11
c1ccc(-c2csc3ncnc(NCC4COc5ccccc5O4)c23)cc1 (stereo not drawn) | 25 | 64 | -2 | 1.2 | -19 | 2 | -4 | 0.7 | 1 | 19
Cc1c(Cl)c(-c2n[nH]c(=S)n2-c2ccc(F)cc2)nn1C | 19 | 105 | 0 | 1.4 | 1 | 2 | 1 | 0.8 | 1 | -1
Cc1nc2ccccc2c(=O)n1NC(=O)C1CCC(C(C)(C)C)CC1 (stereo not drawn) | 4 | 99 | 4 | 1 | -4 | 1 | -6 | 1 | 1.1 | 4
CC(=O)NC(O)C(=O)c1ccco1 (stereo not drawn) | 8 | 99 | 8 | 1.2 | 2 | -10 | -1 | 0.9 | 1 | -2
Cc1cc(C)c(C)c(Oc2ncnc(N)c2[N+](=O)[O-])c1 | 16 | 93 | -8 | 1.4 | 6 | 2 | -4 | 0.8 | 1 | -6
COc1ccc(-n2c(=S)[nH]c3c(oc4ccccc43)c2=O)cc1 | 68* | 103 | 4 | 0.93 | 5 | -5 | 0 | 0.3 | 1 | -5
CCCC(=O)N(c1ccc(OC)cc1)C1C=CS(=O)(=O)C1 (stereo not drawn) | -10 | 94 | 4 | 1.1 | -14 | 0 | -5 | 1.1 | 1.1 | 14
CC(C)CNC(=S)NC1CC2CCCC(C1)N2C1CCCCC1 (stereo not drawn) | 6 | 103 | -3 | 1.2 | -10 | -3 | -7 | 0.9 | 1.1 | 10
CC(C)[C@H](Nc1ccc(S(=O)(=O)N2CCOCC2)cc1[N+](=O)[O-])C(=O)OCC(N)=O | 6 | 94 | 0 | 1.1 | 4 | -9 | -2 | 0.9 | 1 | -4
CC1CCCC(NC(=O)CCNS(=O)(=O)c2ccc(Br)cc2)C1C (stereo not drawn) | 12 | 102 | 1 | 0.97 | 13 | -5 | -6 | 0.9 | 1.1 | -13
CCCC(=NCc1ccccc1)C1=C(O)C(C(=O)OC)C(C)(C)CC1=O (stereo not drawn) | -2 | 97 | 7 | 1.1 | -4 | -12 | 1 | 1 | 1 | 4
Cc1c(N(C)C(=O)c2ccco2)c(=O)n(-c2ccccc2)n1C | 12 | 100 | 11 | 1.1 | -2 | 3 | -4 | 0.9 | 1 | 2
O=C(COC(=O)CCS(=O)(=O)c1ccc(Cl)cc1)NCCc1ccc(Cl)cc1Cl | 8 | 95 | 13 | 1.1 | 5 | -2 | 6 | 0.9 | 0.9 | -5
CNc1c([N+](=O)[O-])ncn1C | 4 | 97 | 3 | 0.93 | 13 | -1 | -6 | 1 | 1.1 | -13
New compounds follow
SMILES | Diaphorase inh | STAT1 activator | G6PDH CS | NF-kB expr up | APP 5'UTR act | TLR4 MyD88 comp | FLuc inh counter | Diaphorase act | FLuc act counter | APP 5UTR inh
COCCNC(=O)CN(C(=O)Cn1nnc2ccccc21)c1ccccc1 | 24 | 92 | 3 | 1 | 16 | -15 | -5 | 0.8 | 1 | -16
CCN1C(=O)C2C(c3ccc(O)c(OC)c3)NC(C)(C(=O)OC)C2C1=O (stereo not drawn) | 8 | 102 | 2 | 1.1 | -12 | -9 | -9 | 0.9 | 1.1 | 12
CC1CN(c2ccc(C(=O)c3ccccc3C(=O)O)cc2[N+](=O)[O-])CC(C)O1 (stereo not drawn) | 8 | 94 | 2 | 0.96 | -6 | -6 | -4 | 0.9 | 1 | 6
COc1ccc(OCCn2cc(/C(N)=N/O)c3ccccc32)cc1 | 10 | 98 | 11 | 0.9 | 14 | -1 | -2 | 0.9 | 1 | -14
CCCn1nnnc1-c1ccc(Cl)cc1 | 5 | 105 | -3 | 1.3 | -1 | -5 | -2 | 1 | 1 | 1
COC(=O)/C(=N/Nc1ccccc1Cl)Sc1nnc(C(O)c2ccccc2)n1-c1ccccc1 (stereo not drawn) | 5 | 94 | -4 | 1.3 | -11 | -10 | -6 | 0.9 | 1.1 | 11
COC(=O)c1cc(NC(=S)NCc2ccc(Cl)cc2)cc(C(=O)OC)c1 | 21 | 94 | -25 | 1 | 0 | -22 | -6 | 0.8 | 1.1 | 0
O=C(Nn1c(O)c(C=C2N=c3ccccc3=N2)sc1=S)c1ccc(Cl)cc1 | 5 | 106 | -50 | 1.2 | -5 | 2 | 5 | 1 | 0.9 | 5
Cc1ccc(S(=O)(=O)NCCC(=O)OCC(=O)Nc2ccccc2Cl)cc1 | 8 | 97 | -2 | 1.2 | 8 | -12 | -10 | 0.9 | 1.1 | -8
S=C(NCCc1ccncc1)Nc1cccc2ccccc12 | 7 | 99 | 2 | 1 | 17 | -11 | -3 | 0.9 | 1 | -17
CC(C)(CNS(C)(=O)=O)SCc1ccc(Cl)cc1 | 14 | 105 | 4 | 1.3 | -15 | 4 | -8 | 0.9 | 1.1 | 16
CC1CCc2c(C(=O)OCC(=O)Nc3cccc(S(=O)(=O)N4CCCCCC4)c3)csc2C1 (stereo not drawn) | 22 | 99 | -1 | 0.78 | 12 | -12 | -2 | 0.8 | 1 | -12
COc1cc2c(c(OC)c1OC)CC(=O)N(C)CC2 | 7 | 106 | 2 | 1.1 | -12 | -7 | -3 | 0.9 | 1 | 12
CCN1C(=O)C(CC(=O)Nc2ccc(Br)cc2)N(CCCc2ccccc2)C1=S (stereo not drawn) | 19 | 94 | 8 | 0.87 | 5 | 0 | -9 | 0.8 | 1.1 | -5
O=C(C1=C[C@H](C2CC2)C[C@H](OCc2ccc(CO)cc2)O1)N1CCOCC1 | 34 | 102 | 11 | 0.86 | -2 | 20 | -5 | 0.7 | 1 | 2
Cc1nnc(N(C)C(=O)c2cccnc2)s1 | 7 | 95 | -8 | 1.3 | -2 | 0 | 0 | 0.9 | 1 | 2
COc1ccc(C(CC(=O)c2ccccc2)CC(=O)c2ccccc2)cc1OC | 21 | 102 | 6 | 0.93 | -9 | -3 | -8 | 0.8 | 1.1 | 9
CC(C(=O)NCc1ccco1)n1cc(C(=O)c2ccco2)c2ccccc21 (stereo not drawn) | 10 | 109 | 2 | 1.2 | -14 | -2 | -6 | 0.9 | 1.1 | 14

By substructure: the compounds so far with a Cl atom (nine)
SMILES | Diaphorase inh | STAT1 activator | G6PDH CS | NF-kB expr up | APP 5'UTR act | TLR4 MyD88 comp | FLuc inh counter | Diaphorase act | FLuc act counter | APP 5UTR inh
C=CCCC(=O)Nc1nc(C)c(-c2csc(Nc3cc(Cl)ccc3OC)n2)s1 | 21 | 105 | 1 | 1 | -6 | -11 | -10 | 0.8 | 1.1 | 6
Cc1c(Cl)c(-c2n[nH]c(=S)n2-c2ccc(F)cc2)nn1C | 19 | 105 | 0 | 1.4 | 1 | 2 | 1 | 0.8 | 1 | -1
O=C(COC(=O)CCS(=O)(=O)c1ccc(Cl)cc1)NCCc1ccc(Cl)cc1Cl | 8 | 95 | 13 | 1.1 | 5 | -2 | 6 | 0.9 | 0.9 | -5
CCCn1nnnc1-c1ccc(Cl)cc1 | 5 | 105 | -3 | 1.3 | -1 | -5 | -2 | 1 | 1 | 1
COC(=O)/C(=N/Nc1ccccc1Cl)Sc1nnc(C(O)c2ccccc2)n1-c1ccccc1 (stereo not drawn) | 5 | 94 | -4 | 1.3 | -11 | -10 | -6 | 0.9 | 1.1 | 11
COC(=O)c1cc(NC(=S)NCc2ccc(Cl)cc2)cc(C(=O)OC)c1 | 21 | 94 | -25 | 1 | 0 | -22 | -6 | 0.8 | 1.1 | 0
O=C(Nn1c(O)c(C=C2N=c3ccccc3=N2)sc1=S)c1ccc(Cl)cc1 | 5 | 106 | -50 | 1.2 | -5 | 2 | 5 | 1 | 0.9 | 5
Cc1ccc(S(=O)(=O)NCCC(=O)OCC(=O)Nc2ccccc2Cl)cc1 | 8 | 97 | -2 | 1.2 | 8 | -12 | -10 | 0.9 | 1.1 | -8
CC(C)(CNS(C)(=O)=O)SCc1ccc(Cl)cc1 | 14 | 105 | 4 | 1.3 | -15 | 4 | -8 | 0.9 | 1.1 | 16
